From PubChem BioAssay
LYP inhibition: inhibitors of LYP phosphatase, biochemical, fluorescence intensity, uHTS (AID 1779). recombinant LYP phosphatase, fluorescence intensity; higher % means a stronger effect. inhibition, % at 11.5 µM, or IC50 in µM where a hit was titrated. 290,000 tested, 0.054% active; in the data active = inhibition above about 50%;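 also: plate controls were vehicle with enzyme for no effect and no enzyme for full effect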
NTR1 ag: agonists of NTR1, primary screen, imaging, U2OS cells, beta-arrestin-GFP, high content (AID 493036) | 330,000 tested, 0.17% active | NTR1-U2OS beta-arrestin-GFP spot imaging, agonist mode | P30989 | activation, % at 20 µM;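 active = activation at or above 40% of the spot to cytoplasm intensity ratio, with at least 20 cells analyzed; inconclusive = wells under 20 cells, flagged as cytotoxic or low count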;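 also: 0% = DMSO without peptide and 100% = 100 nM NTR1 peptide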
Target sequence (P30989 whole entry, looked up): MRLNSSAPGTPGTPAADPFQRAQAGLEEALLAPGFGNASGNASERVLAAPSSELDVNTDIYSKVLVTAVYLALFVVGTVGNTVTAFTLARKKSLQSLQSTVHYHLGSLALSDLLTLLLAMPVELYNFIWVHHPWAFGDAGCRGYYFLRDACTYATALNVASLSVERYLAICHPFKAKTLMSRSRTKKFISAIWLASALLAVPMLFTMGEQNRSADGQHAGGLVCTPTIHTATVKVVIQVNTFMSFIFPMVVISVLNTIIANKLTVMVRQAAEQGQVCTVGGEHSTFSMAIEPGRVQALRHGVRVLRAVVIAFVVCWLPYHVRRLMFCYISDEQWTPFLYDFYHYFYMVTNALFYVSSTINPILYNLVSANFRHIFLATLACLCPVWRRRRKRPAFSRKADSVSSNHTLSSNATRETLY
GPR55 beta-arrestin: selective activators of receptor GPR55 – imaging, U2OS cells, beta-arrestin-GFP redistribution, primary screen (AID 1961) | U2OS GPR55 beta-arrestin-GFP redistribution imaging; higher % means a stronger effect | 290,000 tested, 0.048% active | one-dose activation, % at 10 µM; EC50 in µM for titrated hits;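 active = activation above 40% with more than 50 cells counted in the well; inconclusive = wells holding fewer than 50 cells, flagged as toxic or sparse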;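 also: U2OS osteosarcoma cells stably expressing GPR55 and beta-arrestin-GFP; plate controls were DMSO negative control for no effect and LPI positive control for full effect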
Hep lipid drop: modulators of hepatic lipid droplet formation. AML12 mouse hepatocytes, oleate lipid droplets, BODIPY imaging. inhibition, % at 6.5 µM. 240,000 tested, 0.4% active. AID 1656;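 active = lipid droplet intensity inhibited by at least 50%, with more than 500 cells counted; inconclusive = wells with under 300 cells, treated as cytotoxic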
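Material – mouse AML12 hepatocyte cell line, fixed after treatment · Compound dosing – one dose, 6.5 µM compound · Times – compound with oleate, overnight · Measured by – Image-based BODIPY and DAPI two-channel analysis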
Rac1 GTP hydrolysis: MgcRacGAP GTPase-activating activity inhibitors, confirmation, biochemical, ADP Hunter fluorescence; MgcRacGAP-stimulated Rac1 GTP hydrolysis, ADP Hunter fluorescence; higher % means a stronger effect; GST-tagged Rac1 F28L mutant substrate; inhibition, % at 30 µM; hits with a dose series show IC50 in µM; 340,000 tested, 0.6% active;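 active = first-screen hits whose inhibition reached a set limit at any dose in the follow-up dose series; inconclusive = inhibition above the set first-screen limit but never retested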;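 also: fluorescence reports GDP produced by GAP-driven GTP hydrolysis; strong numbers were not always called active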
T cell modulator: T cell immune modulation candidate. 2C CD8+ T cell-vesicle binding, flow cytometry; stronger effect = lower value. calls only at 7 µM. 330,000 tested, 0.068% active. AID 2052;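 active = response, share of CD8 T cells binding vesicles, and their 90th percentile fluorescence all below set limits, cut at about 80% in these data, passing the limit was not always enough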
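Test system: purified 2C TCR transgenic mouse naive CD8+ T cells. Probe or stimulus: QL9-peptide-loaded Drosophila micro-vesicles bearing Ld, ICAM-1 and B7-1. Incubation: binding step 1.5 h, 37 °C, antibody labelling 20 min, ice. Measured by: flow cytometry of vesicle-bound cells.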
GPR35 antagonists: inhibition of zaprinast-stimulated GPR35 beta-arrestin translocation – imaging, U2OS, beta-arrestin-GFP, zaprinast agonist, primary screen (AID 2058); 290,000 tested, 0.052% active; inhibition, % at 10 µM; hits with a dose series show IC50 in µM; U2OS GPR35 beta-arrestin-GFP translocation imaging, zaprinast antagonism; higher % means a stronger effect;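 active = inhibition of at least 50% with at least 30 cells and total cytoplasm GFP at most 10,000,000; inconclusive = under 30 cells or total GFP of 10,000,000 plus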
SV40 large T antigen: TAg ATPase/helicase activity blockers – biochemical (AID 1903) | SV40 large T antigen ATPase/helicase inhibition assay; higher % means a stronger effect | one-dose inhibition, % at 20 µM; IC50 in µM for titrated hits | 310,000 tested, 0.39% active; in the data active = a potency from the dose series; inconclusive = inhibition mostly from about 32% at the one dose, without a potency; inactive = the rest, 99 in 100 with inhibition below about 32%; also: strong numbers were not always called active
GPR55 LPI antagonism: GPR55 antagonists blocking LPI-driven arrestin recruitment, primary screen, imaging, U2OS, beta-arrestin-GFP, LPI agonist (AID 2013); U2OS GPR55 beta-arrestin-GFP translocation imaging, LPI antagonism; higher % means a stronger effect; inhibition, % at 10 µM; hits with a dose series show IC50 in µM; 290,000 tested, 0.13% active;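 active = spots per cell inhibited over 60%, with over 100 cells counted and total cytoplasm intensity under 500,000; inconclusive = wells with under 100 cells, flagged as likely toxic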;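 also: U2OS cells stably carrying GPR55 and arrestin-GFP stimulated by 5 µM LPI near EC80; imaged beta-arrestin-GFP aggregate spots per cell after agonist stimulation; plate controls were LPI-stimulated DMSO wells for no effect and DMSO wells without LPI for full effect; some results filed as inactive read as strong as hits; confirmed hits need IC50 under 10 µM and bright autofluorescent wells are also inconclusive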
Hep lipid drop cells 6.5 µM: recorded beside Hep lipid drop, whose call it bears; cell count; measured here: cell count, cytotoxicity flag;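 cells counted across two imaged fields per well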
T cell modulator vesicle-bound %: further read-out of T cell modulator, marked with its call; double positive events, %; measured here: CD8+ vesicle-bound cell fraction;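 binding gate set so that unloaded-vesicle control wells show 10% double positive cells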
NTR1 ag cell count 20 µM: recorded beside NTR1 ag, whose call it bears; cell count; measured here: cell count, cytotoxicity flag
* hit, by the source's call; i = inactive; u = inconclusive; x = not tested or not shown.

cpd	mol	LYP inhibition	NTR1 ag	NTR1 ag cell count 20 µM	GPR55 beta-arrestin	Hep lipid drop	Hep lipid drop cells 6.5 µM
1	O=C(c1ccc2ncsc2c1)N1CCN(c2nc3ccccc3s2)CC1	-5%	-1.2	35	0.0%	-8	725
2	COc1ccc(OC(C)C(=O)N2CCN(c3ccccn3)CC2)cc1 (centres undefined)	-2%	2.1	105	-0.1%	0	778
3	CN(C(=O)c1c[nH]c(=O)cc1C(F)(F)F)c1ccc(Cl)cc1	-9%	-0.1	58	-0.3%	-3	649
4	CC(=O)N1c2ccc(S(=O)(=O)NCC3CCC(C(=O)NCc4ccccc4)CC3)cc2CC1C (centres undefined)	-18%	0.8	68	0.0%	16	663
5	COc1ccc(-c2cc(C(F)(F)F)nc(S(C)(=O)=O)n2)cc1	-4%	17	80	12%	5	749
6	Oc1oc(-c2ccc(Br)cc2)nc1C=Nc1ccc(Br)cn1	-3%	-0.8	87	-0.6%	-5	679
7	COc1ccc(O)c(CNc2ccccc2F)c1	-4%	0.7	30	-0.6%	20	736
8	O=C(Nc1ccccc1)N1CC=C(c2ccccc2)CC1	-5%	1.8	40	0.0%	6	753
9	O=C(Nc1ncccc1O)c1ccc(S(=O)(=O)N2CCCC2)cc1	x	0.3	70	x	x	x
10	CCOC(=O)c1cc(NC(=O)c2ccccc2)c(=O)n2c1oc1ccccc12	-6%	1.4	35	0.7%	-8	616

cpd	Rac1 GTP hydrolysis	T cell modulator	T cell modulator vesicle-bound %	GPR35 antagonists	SV40 large T antigen	GPR55 LPI antagonism
1	1%	i	23	-5%	26%	11%
2	-2%	i	15	0%	-2%	-6%
3	-3%	i	27	-8%	20%	5%
4	-21%	i	22	4%	9%	35%
5	6%	i	28	12%	29%	0%
6	0%	i	32	12%	22%	0%
7	9%	i	2	-11%	0%	21%
8	x	i	40	-8%	7%	5%
9	4%	i	45	x	18%	x
10	1%	i	28	14%	5%	10%

(next part)
cpd	mol	LYP inhibition	NTR1 ag	NTR1 ag cell count 20 µM	GPR55 beta-arrestin	Hep lipid drop	Hep lipid drop cells 6.5 µM
11	COC(=O)c1cc(CSc2nc3ccc(C)cc3[nH]2)oc1C	-3%	0.6	36	-0.2%	x	x
12	COc1ccccc1N1CCN(C(=O)c2ccc(Cn3c(=S)[nH]c4cc5c(cc4c3=O)OCO5)cc2)CC1	3%	1.3	46	0.2%	17	658
13	N#Cc1ccsc1NC(=O)CSc1nnc(-c2ccccc2)o1	-8%	3.2	63	-0.1%	-2	842
14	CCOc1ccc2ncc(S(=O)(=O)c3ccccc3)c(N3CCC4(CC3)OCCO4)c2c1	3%	7.0	63	0.2%	2	665
15	O=C(Nc1ccc(S(=O)(=O)Nc2ncccn2)cc1)c1ccccc1NS(=O)(=O)c1ccc(F)cc1	-9%	0.4	82	-0.1%	0	673
16	COc1cccc(NC(=O)Nc2cccnc2)c1	-2%	-0.7	46	0.4%	-15	724
17	CC(C)Cc1nc2oc3c(=O)[nH]cnc3c2c2c1CCCC2	4%	4.6	55	-0.2%	30	719
18	COc1cc2ccccc2cc1C(=O)Nc1nc(C)c(C(C)=O)s1	-12%	2.4	53	0.4%	-7	723
19	Cc1ccc(Cc2cnc(NC(=O)c3cccs3)s2)cc1	-5%	8.1	50	-0.1%	x	x
20	Cc1ccc(C(=O)NC2CCN(CC(=O)NC3CCC(C)CC3)CC2)cc1 (centres undefined)	0%	0.6	48	0.3%	2	807

cpd	Rac1 GTP hydrolysis	T cell modulator	T cell modulator vesicle-bound %	GPR35 antagonists	SV40 large T antigen	GPR55 LPI antagonism
11	13%	i	53	-10%	x	-1%
12	8%	i	29	7%	22%	16%
13	11%	i	46	-4%	10%	9%
14	x	i	35	10%	20%	2%
15	12%	i	60	-1%	4%	-4%
16	-5%	i	35	10%	3%	-3%
17	8%	i	2	1%	7%	-11%
18	6%	i	31	0%	x	0%
19	10%	i	62	10%	-1%	-17%
20	9%	i	28	-10%	7%	-1%

(cont.)
cpd	mol	LYP inhibition	NTR1 ag	NTR1 ag cell count 20 µM	GPR55 beta-arrestin	Hep lipid drop	Hep lipid drop cells 6.5 µM
21	O=C1NC(=Nc2cccc([N+](=O)[O-])c2)SC1(CO)CO	-6%	-0.2	50	0.0%	1	844
22	COc1cccc(-c2nc(CS(=O)(=O)CC(=O)NCCC(C)C)c(C)o2)c1	-6%	3.1	62	0.0%	-15	722
23	Cc1ccc(S(=O)(=O)N2CCN(C(=O)CC3CCCC3)CC2)cc1	-2%	0.2	54	0.2%	-17	602
24	CCOC(=O)C1=C(c2ccccc2)N(C)C(=O)NC1c1ccc(OC(F)F)c(OC)c1 (centres undefined)	-6%	1.4	54	0.3%	x	x
25	COc1ccc(/C=N/OCC(=O)Nc2ccc3c(c2)OCO3)c(OC)c1	-5%	-1.2	54	-0.4%	-25	719
26	CC1CCC/C(=C\Nc2ccc(O)cc2)C1=O (centres undefined)	-12%	-1.3	81	-0.3%	x	x
27	COCCCNC(=O)c1c(N)n(/N=C/c2cccnc2)c2nc3ccccc3nc12	0%	7.5	60	0.6%	14	693
28	NC(=O)c1oc2ccccc2c1NC(=O)c1ccco1	6%	-2.0	91	-0.1%	2	646
29	O=C(Nc1ccccc1Cl)c1ccccc1S(=O)(=O)c1ccccc1[N+](=O)[O-]	-2%	3.2	62	-0.3%	-15	587
30	CC1(C)CC(=O)CC(C)(C)N1OC(=O)c1ccccn1	-4%	0.3	66	-0.2%	-12	519

cpd	Rac1 GTP hydrolysis	T cell modulator	T cell modulator vesicle-bound %	GPR35 antagonists	SV40 large T antigen	GPR55 LPI antagonism
21	13%	i	28	6%	7%	0%
22	5%	i	35	22%	8%	-6%
23	10%	i	4	5%	2%	-4%
24	5%	i	30	3%	6%	7%
25	9%	i	54	4%	-3%	14%
26	27µM*	i	56	-9%	u	-2%
27	12%	i	45	2%	9%	-4%
28	9%	i	34	-2%	2%	-1%
29	-11%	i	49	-12%	18%	15%
30	9%	i	16	3%	19%	5%

Continued.
cpd	mol	LYP inhibition	NTR1 ag	NTR1 ag cell count 20 µM	GPR55 beta-arrestin	Hep lipid drop	Hep lipid drop cells 6.5 µM
31	O=C(Nc1nccs1)c1ccc(Br)o1	-3%	1.1	55	-0.5%	-1	746
32	C=CCn1cnc2scc(-c3ccccc3)c2c1=O	-5%	3.6	42	0.3%	x	x
33	CCOCCCNS(=O)(=O)c1ccc2c(c1)oc(=O)n2CC(=O)OCC	1%	1.0	64	0.3%	0	663
34	Cc1ccc(-c2csc(/C=C3\SC(C)C(=O)N3CC(=O)Nc3ccccc3F)n2)cc1 (centres undefined)	-7%	3.3	70	-0.1%	2	666
35	CC1CCCCC1NC(=O)C1CCN(C(=O)c2sccc2-n2cccc2)CC1 (centres undefined)	3%	-2.1	93	-0.3%	-3	635
36	CCCN(CCC)CCCNC(=O)c1cc2c(-c3ccc(OC)c(OC)c3)nn(C)c2s1	-9%	0.4	65	-0.1%	-34	774
37	C/C=C/C(=O)N1CC2(CC(c3cccc(NC(=O)CC)c3)=NO2)C[C@H]1C(N)=O (some centres undefined)	-8%	-1.6	39	-0.2%	x	x
38	NC(=O)c1cc(C(N)=O)nc(Cl)n1	-6%	1.2	52	-0.1%	8	672
39	CS(=O)(=O)N1CCN(c2ccc(NC(=O)CSc3ccc(Cl)cc3)cc2)CC1	-6%	2.2	46	-0.1%	5	749
40	CCOc1ccc(NC(=O)CN(c2ccc(OCC)cc2)S(=O)(=O)c2c(C)[nH]c(=O)[nH]c2=O)cc1	-3%	0.6	42	1.1%	-1	698

cpd	Rac1 GTP hydrolysis	T cell modulator	T cell modulator vesicle-bound %	GPR35 antagonists	SV40 large T antigen	GPR55 LPI antagonism
31	6%	i	21	2%	9%	-2%
32	12%	i	18	6%	3%	-7%
33	2%	i	7	-7%	7%	8%
34	10%	i	41	-7%	18%	2%
35	17%	i	20	6%	-1%	6%
36	x	i	46	4%	8%	3%
37	8%	i	10	4%	20%	-2%
38	-2%	i	54	4%	2%	9%
39	3%	i	42	-11%	-1%	0%
40	1%	i	50	-14%	-6%	-2%

Rac1 GTP hydrolysis: what is marked active above
| # | molecule | LYP inhibition | Rac1 GTP hydrolysis | T cell modulator | T cell modulator vesicle-bound % | GPR35 antagonists | SV40 large T antigen |
| --- | --- | --- | --- | --- | --- | --- | --- |
| 26 | CC1CCC/C(=C\Nc2ccc(O)cc2)C1=O (centres undefined) | -12% | 27µM* | i | 56 | -9% | u |

Further compounds follow.
cpd	mol	LYP inhibition	NTR1 ag	NTR1 ag cell count 20 µM	GPR55 beta-arrestin	Hep lipid drop	Hep lipid drop cells 6.5 µM
41	COc1ccccc1Cn1c(C(C)C)nc2ccccc21	-4%	1.7	56	0.4%	35	764
42	CCCCC1=CC2=CC(=O)C(C)(OC(=O)C3CCCC3)C(=O)C2=CO1 (centres undefined)	5%	0.8	67	-0.2%	x	x
43	Cc1ccc(Cl)cc1N1CCN(C(=O)CN(C2CCCCC2)S(C)(=O)=O)CC1	-5%	0.3	72	-0.5%	-17	603
44	COC(=O)c1ccc(COc2cc(C)ccc2C)o1	-6%	-0.5	89	-0.3%	-6	802
45	C=CCn1c(SCc2nc3ccccc3c(=O)[nH]2)nc2sc3c(c2c1=O)CCCC3	-14%	34	60	0.6%	-2	702
46	Cc1ccc(Cn2c(SCC(C)C)nc3c2c(=O)n(C)c(=O)n3C)cc1	0%	22	78	0.2%	-9	595
47	COc1ccc(N2C(=O)CC(S/C(N)=N/N=C(\C)c3cccs3)C2=O)cc1 (centres undefined)	-1%	-1.2	84	0.0%	x	x

cpd	Rac1 GTP hydrolysis	T cell modulator	T cell modulator vesicle-bound %	GPR35 antagonists	SV40 large T antigen	GPR55 LPI antagonism
41	7%	i	15	3%	26%	-8%
42	7%	i	20	1%	17%	-7%
43	1%	i	30	5%	1%	-3%
44	7%	i	38	-8%	8%	8%
45	x	i	14	8%	6%	-17%
46	1%	i	20	-7%	3%	-10%
47	8%	i	16	8%	14%	-13%
